# High-throughput results from PubChem BioAssay.
# Yeast superoxide = yeast age-related superoxide inhibition as caloric restriction mimetic. AID 2690. 330,000 compounds, 0.18% hits. S. cerevisiae aged cells, superoxide DHE fluorescence; hits give low values. superoxide response (% of plate mean), % at 10 µM;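 active = superoxide response under a set limit, about three screen SD below normal, cut at about 65% in these data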;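 note: yeast aged for seven days with compound at 30 °C before DHE staining; 100% = average MFI of all compound-treated wells on the plate with controls excluded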
# AHR act = human AHR activation; AID 2796; AHR-responsive luciferase reporter cells, luminescence; activation, % at 5 µM; 320,000 compounds, 2.5% hits; P35869; in the data active = activation above about 47%;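 note: 0% = vehicle wells and 100% = reference agonist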
# Target sequence (P35869 whole entry, looked up): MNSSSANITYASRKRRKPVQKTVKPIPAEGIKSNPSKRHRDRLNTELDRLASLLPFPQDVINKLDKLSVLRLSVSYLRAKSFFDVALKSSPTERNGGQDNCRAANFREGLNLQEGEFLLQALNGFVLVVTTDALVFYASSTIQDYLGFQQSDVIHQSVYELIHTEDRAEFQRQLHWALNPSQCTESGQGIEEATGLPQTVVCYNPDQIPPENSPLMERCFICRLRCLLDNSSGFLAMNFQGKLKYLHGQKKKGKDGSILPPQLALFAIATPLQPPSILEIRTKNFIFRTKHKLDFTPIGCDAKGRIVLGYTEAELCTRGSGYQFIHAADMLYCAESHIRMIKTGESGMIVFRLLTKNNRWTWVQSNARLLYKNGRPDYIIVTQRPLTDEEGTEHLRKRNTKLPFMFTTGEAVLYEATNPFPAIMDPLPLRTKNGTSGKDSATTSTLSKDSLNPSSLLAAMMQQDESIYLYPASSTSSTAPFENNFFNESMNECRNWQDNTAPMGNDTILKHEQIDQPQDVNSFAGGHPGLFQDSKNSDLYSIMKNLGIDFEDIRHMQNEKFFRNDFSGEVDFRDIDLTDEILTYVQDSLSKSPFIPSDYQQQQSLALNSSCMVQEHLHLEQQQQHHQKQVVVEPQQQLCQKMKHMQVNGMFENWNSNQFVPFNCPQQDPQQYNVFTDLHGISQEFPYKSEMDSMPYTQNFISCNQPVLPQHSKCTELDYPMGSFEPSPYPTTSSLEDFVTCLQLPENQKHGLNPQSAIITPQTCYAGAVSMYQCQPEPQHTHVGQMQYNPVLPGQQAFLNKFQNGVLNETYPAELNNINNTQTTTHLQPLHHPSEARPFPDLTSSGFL
# Efflux pump mplx = antifungal efflux pump inhibition, Nile Red retention | AID 485275 | 330,000 compounds, 0.44% hits | S. cerevisiae Candida pump triplex | inhibition, % at 10 µM;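 active = plate passing quality check with inhibition over a set limit, or well fluorescence over plate mean plus 4 SD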;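 note: Nile Red retained in pooled yeast measured as flow cytometry median fluorescence; 0% = buffer negative control and 100% = Enniatin B positive control; higher means more Nile Red kept so more efflux inhibition; some compounds called inactive have numbers as strong as hits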
# AGP1 TOR yeast = alters AGP1-GFP fluorescence in TOR pathway yeast screen. S. cerevisiae AGP1-GFP multiplex flow cytometry, 3 h; GFP as percent of DMSO wells. GFP response vs DMSO, % at 10 µM. 320,000 compounds, 0.02% hits;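 active = GFP response relative to DMSO above a set limit, near screen average plus 3 SD, cut at about 150% in these data; inconclusive = fewer than 70 cells counted for the yeast strain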;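 note: median GFP channel fluorescence of the gated AGP1 strain per well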
# LAP4 TOR yeast = alters LAP4-GFP fluorescence in TOR pathway yeast screen | S. cerevisiae LAP4-GFP multiplex, flow cytometry GFP, 3 h; median GFP as percent of DMSO wells | GFP response vs DMSO, % at 10 µM | 320,000 compounds, 0.34% hits | AID 2023;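 active = GFP response vs DMSO above a set limit, about the screen mean plus 3 SD, cut at about 150% in these data; inconclusive = under 70 cell events counted for the yeast strain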
# MEP2 TOR yeast = yeast TOR pathway MEP2-GFP modulation. AID 2016. S. cerevisiae MEP2-GFP strain, flow cytometry GFP, 3 h; 100% = DMSO control level. GFP response vs DMSO, % at 10 µM. 330,000 compounds, 0.51% hits;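 active = GFP response versus DMSO above a set limit, roughly screen mean plus 3 SD, cut at about 180% in these data; inconclusive = fewer than 70 cells counted for a yeast strain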;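 note: median GFP fluorescence of the barcode-gated MEP2-GFP cells per well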
# RPL19A TOR yeast = modulators of TOR pathway RPL19A-GFP in S. cerevisiae; percent response vs DMSO, % at 10 µM; 330,000 compounds, 0.3% hits; S. cerevisiae RPL19A-GFP strain, flow cytometry, 3 h; hits give low values;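 active = percent response vs DMSO below 50%; inconclusive = fewer than 70 events counted for the yeast strain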;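 note: median channel GFP fluorescence of the barcoded RPL19A-GFP strain; ratio of sample median GFP to plate DMSO average so 100% = DMSO; lower means less RPL19A-GFP as with rapamycin TOR inhibition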
# CIT2 TOR yeast = yeast TOR pathway CIT2-GFP modulation; S. cerevisiae CIT2-GFP strain, flow cytometry, 3 h; 100 means same as DMSO wells; GFP response vs DMSO, % at 10 µM; 320,000 compounds, 0.065% hits; AID 2029;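 active = GFP response relative to DMSO above a set limit, near the screen mean plus 3 SD, cut at about 150% in these data; inconclusive = Fewer than 70 cells measured for a yeast strain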;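 note: ratio of well median GFP fluorescence to mean of DMSO wells on the plate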
# * = called active by the depositor; ? = inconclusive; [ ] = remark or other dose.
SMILES,Yeast superoxide,AHR act,Efflux pump mplx,AGP1 TOR yeast,LAP4 TOR yeast,MEP2 TOR yeast,RPL19A TOR yeast,CIT2 TOR yeast
Clc1cccc(CSc2nccn2-c2ccccc2)c1,98,13,0.2,87,97,94,95,76
O=C(c1ccc([N+](=O)[O-])cc1)N1CCCC1,112,-3,0.2,97,93,96,97,91
Cc1ccc(C(=O)Nc2cccc(S(=O)(=O)N3CCCCC3)c2)cc1[N+](=O)[O-],98,4,-0.1,94,93,98,93,85
CCc1nnc(NS(=O)(=O)c2ccc(NC(=O)c3ccco3)cc2)s1,102,0,-0.1,101,110,97,94,92
C=CCc1cc(Cl)ccc1OCCNCCOC,76,-2,-0.1,98,95,107,106,113
CCP(=O)(c1ccccc1)C(C)(C)O (stereo not drawn),91,3,0.0,98,102,98,96,96
O=[N+]([O-])c1ccc2c(OCc3nnc(-c4ccccc4Br)o3)ncnc2c1,103,15,0.0,100,92,95,91,86
Cc1ccc2cc(CN(CC3CCCO3)C(=S)Nc3ccccc3)c(=O)[nH]c2c1 (stereo not drawn),103,14,-0.1,98,97,96,95,88
Cc1ccc(NC(=O)CSc2ccccc2NC(=O)c2cccc(Cl)c2)cc1Cl,96,7,-0.1,105,95,103,104,104
O=C(Nc1cccc(F)c1)N(Cc1ccc(Cl)cc1)CC(O)C(F)(F)F (stereo not drawn),108,11,0.1,103,99,100,104,96
CCc1ccccc1NC(=S)N(CCN1CCOCC1)C1CCN(C(C)=O)CC1,96,-3,-0.1,103,102,99,96,105
CCOc1ccccc1N/C(=N/c1nc(C)cc(C)n1)NC(=O)Nc1ccc(Cl)c(Cl)c1,97,8,0.0,93,90,102,99,96
Cc1ccc(-n2cccc2/C=C2/NC(=O)N(CC(=O)Nc3cccc(C)c3)C2=O)cc1,95,34,0.3,100,80,111,106,112
COC(=O)c1ccc(NC(=O)CN2C(=O)NC3(CCC(C)CC3)C2=O)cc1 (stereo not drawn),97,1,-0.1,101,98,106,101,116
CCCC(C(=O)Nc1cc(S(=O)(=O)N2CCOCC2)ccc1OC)c1ccccc1 (stereo not drawn),117,-3,0.0,96,94,99,100,108
CCN(CC)S(=O)(=O)c1ccc(S(=O)(=O)N(Cc2ccccn2)Cc2ccco2)cc1,128,-1,-0.1,94,94,94,92,91
Cc1cc(S(=O)(=O)n2cnc3ccccc32)c(C)cc1Cl,98,2,0.1,106,106,105,103,103
Cc1ccc(CCN2C(=O)CCC2(C)C(=O)NCc2cccnc2)cc1 (stereo not drawn),107,1,-0.2,69[may fluoresce red],78[may fluoresce red],86[may fluoresce red],?,87[may fluoresce red]
N#Cc1c(/N=C/N2CCCC2)oc(-c2ccccc2)c1-c1ccccc1,120,23,0.0,90,88,96,94,94
N/C(=N\OS(=O)(=O)c1ccc(Br)cc1)c1ccncc1,101,0,0.0,93,83,102,102,108
CCc1ccc(-n2cc(-c3ccc([N+](=O)[O-])cc3)[nH]c2=S)cc1,92,14,0.1,95,92,104,105,100
CCC(c1nnnn1Cc1ccccc1)N(Cc1cc2cc(OC)ccc2[nH]c1=O)CC1CCCO1 (stereo not drawn),110,3,0.0,98,95,100,95,96
CSCCC(NS(=O)(=O)c1ccccc1F)C(=O)NCC(c1ccco1)N(C)C (stereo not drawn),86,0,0.0,102,98,106,99,95
CC(=O)N1CCC(=NNc2ncc(C(F)(F)F)cc2Cl)CC1,105,18,-0.1,107,104,108,103,109
COc1cc(S(=O)(=O)N2CCCC3(CCCCC3)C2)ccc1-n1cnnn1,95,0,0.1,92,99,93,95,87
Cc1cccc(Cn2c(CN3CCN(Cc4ccccc4)CC3)nc3c2c(=O)[nH]c(=O)n3C)c1,100,-1,0.2,102,105,99,102,95
Cc1cccnc1NC(=O)c1c(O)c2ccccc2n(C)c1=O,96,54*,-0.1,100,100,106,94,87
Cc1ccccc1OCC(O)Cn1c(N2CCCCC2)nc2c1c(=O)[nH]c(=O)n2C (stereo not drawn),107,0,-0.1,94,91,94,95,95
CCCCn1c(N)c(NCC(C)C)c(=O)[nH]c1=O,93,2,0.1,103,98,102,104,101
COc1cc(/C=C2/SC(=S)N(Cc3ccccc3)C2=O)cc(Cl)c1O,129,-1,0.9,93,90,115,105,101
CNc1nc(N/N=C/c2cc3c(cc2[N+](=O)[O-])OCO3)nc(Nc2ccccc2)n1,135,9,0.2,101,102,103,104,96
CC(C)c1nnc(NC(=O)CN2C(=O)c3ccccc3C2=O)s1,89,-1,0.3,97,95,94,98,99
COC(=O)CCN(C1CCCCC1)S(=O)(=O)c1ccc(S(=O)(=O)N2CCCCC2)cc1,105,1,0.1,120,121,111,115,123
Cc1nc(NCc2cccnc2)c2c3c(sc2n1)CCCC3,103,13,0.1,93,98,97,94,96
O=C(COC(=O)c1ccco1)Nc1ccc([N+](=O)[O-])cc1Cl,88,0,0.1,95,104,102,95,92
CC(SC1=NCCS1)C(=O)Nc1nnc(-c2ccc(F)cc2)s1 (stereo not drawn),96,5,-0.1,90,109,101,101,96
Cc1ccc(NC(=O)c2c(C)noc2-c2snnc2C)cc1,102,10,0.0,95,96,95,96,88
CNC(=S)Nc1cc(OC)c(NC(=O)c2ccco2)cc1OC,97,1,-0.1,96,113,104,96,98
Cc1ccc(C(=O)N[C@H](C(=O)Nc2cc(Cl)cc(Cl)c2)C(C)C)cc1,107,6,0.1,97,96,102,101,101
CC(c1ccccc1)N1C(=O)c2ccccc2C1O (stereo not drawn),103,2,0.1,94,100,99,95,93
O=C(OCC(=O)c1ccccc1Br)c1ccncc1,104,0,0.0,90,99,94,93,94
O=C(O)c1cc(S(=O)(=O)N(Cc2ccccc2)c2cccc(C(F)(F)F)c2)ccc1Cl,89,1,0.0,96,102,102,100,94
CCOc1cc(C(=O)OCC(=O)c2c[nH]c3ccccc23)ccc1OCC(=O)N1CCOCC1,91,11,0.0,105,103,102,100,104
O=C(CNC(=O)Cn1cnc2sc3c(c2c1=O)CCCC3)NCc1ccccn1,120,3,-0.1,92,100,95,90,89
COc1ccc(CCNC(=O)c2ccc(S(=O)(=O)N3CCCCC3)cc2)cc1,110,0,0.1,113,112,107,105,109
O=C(NCC(c1ccco1)N1CCN(c2ccccc2F)CC1)C(=O)NC1CCCC1 (stereo not drawn),90,0,-0.1,106,101,100,98,102
O=C(Nc1ccccc1)C1C2CCC3C(CCC21)C3(Cl)Cl (stereo not drawn),98,-1,0.0,88,83,87,88,87
CC(C)N1CCc2c(sc(NC(=O)c3ccc(S(=O)(=O)N(C)CC4CCCO4)cc3)c2C(N)=O)C1 (stereo not drawn),96,0,-0.3,103,113,112,104,101
O=C(COC(=O)c1cccnc1Cl)Nc1ccc2c(c1)OCCO2,95,1,-0.2,97,98,91,92,93
COc1ccc(OC)c(S(=O)(=O)NCCc2csc(-c3cccnc3)n2)c1,97,9,0.0,103,104,104,100,102
COc1cccc(OC)c1C(=O)Nc1nc2ccc([N+](=O)[O-])cc2s1,116,81*,0.2,97,101,105,103,102
Cc1cc(C)cc(NC(=O)CSc2nnc(-c3cc(C)[nH]n3)n2N)c1,94,17,0.0,96,95,95,97,97
COc1ccc(Br)cc1/C=N/NC(=O)C[n+]1ccccc1,71,6,-0.2,102,93,101,102,102
O=C(Nc1ccc(Br)cc1)c1cccc(N2C(=O)CCC2=O)c1,107,9,0.1,101,99,106,101,100
O=C(N[C@@H](Cc1ccccc1)C(=O)OCC(=O)N1CCOCC1)c1cccs1,95,12,-0.1,114,104,106,102,114
COC(=O)C1=C(C)N(CCCC(=O)O)C(=O)NC1c1cccs1 (stereo not drawn),95,3,0.1,82,113,95,101,84
Cc1cccc(NC(=O)c2nc[nH]c2C(=O)N(C)Cc2ccccc2)c1,91,18,0.1,94,95,92,89,91
C#CCNC(=O)C1=C[C@@H](C2CCCCC2)[C@H](CCCO)[C@@H](OCC)O1,91,1,0.0,95,138,93,100,127
COc1cc(/C=C2/C(=O)ON=C2C)cc(Cl)c1O,96,9,0.1,101,112,107,94,95
O=C1/C(=C/c2cccc(Cl)c2)CSc2sccc21,101,3,-0.1,94,104,96,92,82

# Results in Efflux pump mplx and LAP4 TOR yeast, for 2 of the compounds above:
Compound,Efflux pump mplx,LAP4 TOR yeast
COc1ccc(OC)c(S(=O)(=O)NCCc2csc(-c3cccnc3)n2)c1,0.0,104
COc1cccc(OC)c1C(=O)Nc1nc2ccc([N+](=O)[O-])cc2s1,0.2,101

# Remaining list, next part.
SMILES,Yeast superoxide,AHR act,Efflux pump mplx,AGP1 TOR yeast,LAP4 TOR yeast,MEP2 TOR yeast,RPL19A TOR yeast,CIT2 TOR yeast
CCN1C(=O)CC(C(=O)NCCc2ccc(S(N)(=O)=O)cc2)SC1=Nc1ccc(OC)cc1 (stereo not drawn),120,1,0.4,97,102,102,101,93
C[C@@H]1CN([C@H](C)CO)C(=O)c2cccc(NC(=O)Nc3ccc(C(F)(F)F)cc3)c2O[C@H]1CN(C)S(=O)(=O)c1cccs1,120,-1,-0.3,94,98,96,94,91
O=C(CC1C(=O)NCCN1Cc1cccc(F)c1F)NC1CCCCCC1 (stereo not drawn),105,-5,-0.3,102,95,106,107,101
O=C(Cc1ccccc1)Nc1ccccc1C(=O)N1CCCCC1,97,0,-0.1,101,88,103,107,106
Cc1cc(NC(=O)CSc2ccc(-c3nc4cc(C)c(C)cc4[nH]3)cn2)no1,100,21,-0.9,102,97,104,102,114
COc1ccc(Nc2nc(-c3ccc(OC)cc3)c(CCC(=O)O)s2)cc1,87,2,0.1,97,100,95,92,95
CC(O)CNc1nc2c(c(=O)n(Cc3ccc(Br)cc3)c(=O)n2C)n1C (stereo not drawn),102,3,0.0,107,93,111,105,101
O=C1N[C@@H](Cc2ccccc2)COC(=O)[C@@H](Cc2ccc(F)cc2)CC/C=C/C[C@H]1CC(=O)N(CCO)Cc1ccccc1,87,0,0.0,97,97,96,93,91
O=C(NC(=S)NCc1ccccc1)c1cccc(Cl)c1,100,0,0.1,95,90,105,106,91
Cc1ccc(NC(=O)COc2ccc(/C(N)=N/O)cc2)cc1C,98,3,0.0,98,92,101,103,96
O=C(O)CCC(=O)Nc1ccccc1N1CCOCC1,101,0,0.1,107,101,104,103,103
Cc1cc(C)n(-c2ccc(S(=O)(=O)N3CCOCC3)cc2[N+](=O)[O-])n1,90,-2,0.1,107,113,99,97,97
Cc1cnc(C(=O)Nc2nccs2)cn1,96,5,0.0,103,96,103,99,107
COc1cccc(CN(C)C(=O)[C@@H](NC(=O)c2ccc(C)cc2)C(C)C)c1,92,1,-0.4,97,95,100,99,99
CCC1(C)NC(=O)N(CC(=O)N2CCC(Cc3ccccc3)CC2)C1=O (stereo not drawn),112,-1,0.1,100,102,98,95,96
COC(=O)COc1ccc(S(=O)(=O)N2CCN(c3ccccc3F)CC2)cc1C,122,3,0.4,88,106,92,94,81
CC(C)NC(=O)N(C)C[C@H]1Oc2c(NC(=O)C3CC3)cccc2C(=O)N([C@H](C)CO)C[C@@H]1C,95,-1,-0.5,92,88,98,100,98
COc1ccc2c(c1)CCCC21SC(NC(C)=O)=NN1C(C)=O (stereo not drawn),106,2,-0.1,80,97,120,100,104

# Some of these compounds in order of their number in MEP2 TOR yeast, highest first.
compound,MEP2 TOR yeast
COc1ccc2c(c1)CCCC21SC(NC(C)=O)=NN1C(C)=O (stereo not drawn),120
O=C(NC(=S)NCc1ccccc1)c1cccc(Cl)c1,105
CCN1C(=O)CC(C(=O)NCCc2ccc(S(N)(=O)=O)cc2)SC1=Nc1ccc(OC)cc1 (stereo not drawn),102
